# TRAIL sens C8: viability loss with TRAIL in NB7+C8 cells, primary screen, TRAIL sensitizer project, cell-based, ATPlite luminescence; inhibition (viability loss, TRAIL sensitization), % at 10 µM; 1% of 360,000 active;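 active = compounds causing at least 50% loss of cell viability in the single-dose screen, relative to plate controls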
# NR2E3 ag-1: inhibitors of NR2E3-RetCOR corepressor binding, primary screen, NR2E3 agonist project, biochemical, TR-FRET, GST-NR2E3, biotin-RetCOR; 0.12% of 320,000 active; AID 2300, 2010; Photoreceptor-specific nuclear receptor (Homo sapiens), Q9Y5X4; inhibition of corepressor binding, % at 4.78 µM; 1536-well;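 active = percent inhibition above the cutoff of mean plus 3 SD of all tested compounds, set per screening campaign, cut at about 20% in these data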;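 note: 0% = DMSO wells and 100% = biotin wells as full block of FRET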
# Target sequence (Q9Y5X4 whole entry, looked up): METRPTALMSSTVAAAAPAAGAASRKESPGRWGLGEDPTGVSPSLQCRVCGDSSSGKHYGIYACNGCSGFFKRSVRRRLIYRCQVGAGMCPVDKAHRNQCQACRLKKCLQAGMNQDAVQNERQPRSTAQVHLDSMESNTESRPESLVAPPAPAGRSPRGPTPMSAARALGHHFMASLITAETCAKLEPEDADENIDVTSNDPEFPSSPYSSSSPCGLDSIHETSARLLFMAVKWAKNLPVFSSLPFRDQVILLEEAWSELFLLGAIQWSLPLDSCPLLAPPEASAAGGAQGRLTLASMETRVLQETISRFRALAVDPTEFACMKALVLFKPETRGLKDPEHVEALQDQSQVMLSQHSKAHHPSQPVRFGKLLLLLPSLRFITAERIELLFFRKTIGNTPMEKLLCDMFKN
#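 Test system – NR2E3–RetCOR corepressor complex · Quantity – NR2E3 fusion 1.35 nM · Buffer or medium – Tris pH 7.5 · Incubation – Compound–protein incubation for 5 h at 4 °C · Technique – TR-FRET, Eu(K)-anti-GST donor, streptavidin-D2 acceptor, ex 340, em 617/671 nm · Evaluation – percent inhibition of 671/617 nm emission ratio versus biotin and DMSO controls · Plate – 1536-well format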
# CF NFkB block: inhibitors of PAF-induced NF-kB signaling, primary screen, cell-based, GFP fluorescence, uHTS | 0.86% of 360,000 active | AID 588850, 2011 | inhibition, % at 5 µM | KKLEB NF-kB-GFP reporter, GFP fluorescence overnight;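 active = at least 50% inhibition at 5 µM, scaled per plate between neutral and stimulator controls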;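 note: PAF is a Pseudomonas aeruginosa culture filtrate used as stimulus; plate controls were PAF-stimulated DMSO wells for no effect and unstimulated DMSO wells for full effect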
# TRPM1 prom inh: inhibitors of MITF-dependent TRPM1 promoter reporter, primary screen, cell-based, SK-MEL-5, single point, luciferase | inhibition, % at 12.5 µM | AID 488899, 2010 | 0.83% of 330,000 active | SK-MEL-5 TRPM1 promoter luciferase, 24 h;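 active = mean inhibition across replicates of 60% or more, whatever share of single replicates reaches that level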; note: values of inactives mirror those of a sister screen read the other way
# Peg3 promoter: Peg3 promoter-driven luciferase inhibitors, primary screen, cell-based, HeLa, luciferase luminescence; HeLa PEG-Prom luciferase reporter, overnight; inhibition, % at 20 µM; 1.7% of 360,000 active; AID 588405, 2011;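 active = inhibition of at least 50% at 20 µM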
# HIF-2a block: HIF-2a reporter inhibitors, primary screen, luminescence, 786-0 RCC cells; 0.72% of 360,000 active; AID 624352, 2012; 786-0 RCC cells HIF-2a reporter, luciferase luminescence, overnight; inhibition, % at 18.8 µM;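 active = inhibition of the luminescence signal of 40% or more relative to plate controls, in a single-dose primary screen at 18.75 µM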
# LMP1 NFkB inh: EBV LMP1-driven NF-kappaB luciferase reporter inhibitors, primary screen, cell-based, luminescence, single point; LMP1-induced NF-kappaB luciferase reporter cells; inhibition, % at 12.5 µM; 0.69% of 350,000 active; in the data active = inhibition above about 41%;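 note: 0% = neutral control wells and 100% = reference inhibitor control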
# NR2E3 ag-2: NR2E3 agonists in two-hybrid cells, primary screen, cell-based, luminescence, CHO-S, Gal4-NCOR/VP16-NR2E3 | Photoreceptor-specific nuclear receptor (Homo sapiens), Q9Y5X4 | luciferase | inhibition of corepressor binding, % at 3.98 µM | 0.35% of 360,000 active | AID 602229, 2012;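 active = inhibition above the mean of all tested compounds plus 3 SD, cut at about 70% in these data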;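 note: 0% = DMSO with NR2E3 transfected cells and 100% = cells lacking NR2E3 construct; higher means lower luciferase signal from less NR2E3 corepressor binding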
# Shn3 inh set2: reduction of Shn3 3'UTR firefly luciferase signal, primary screen, Schnurri-3 inhibitor project, cell-based, Clone20 osteoblasts, set 2 | inhibition, % at 12.5 µM | Clone20 osteoblast Shn3 3'UTR firefly luciferase, 24 h | 0.52% of 360,000 active | AID 588674, 2011;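 active = mean inhibition of at least 75% with every replicate also reaching 75%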;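 note: 0% = median of neutral control wells and 100% = pilot-screen positive control compound; some compounds past the cut are filed as inactive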
# iPSC survival up: enhancers of single-cell hiPSC survival, primary screen, ATPlite luminescence. 100% = ROCK inhibitor wells, 0% = DMSO. survival enhancement, % at 20 µM. 0.044% of 360,000 active. AID 602274, 2012; in the data active = survival enhancement above about 18%;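 note: cells exposed to compounds for 16 hours before the ATP read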
# KKLEB cytotox: cytotoxicity in KKLEB CF airway cells, primary screen, cytotoxicity control for CF NF-kB inhibitor project, cell-based, uHTS, fluorescence assay plates | KKLEB CF airway cells viability, ATPlite luminescence, overnight; stronger effect = lower value; cells stimulated with P. aeruginosa culture filtrate | activity change (cytotoxicity), % at 5 µM | 0.36% of 360,000 active;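 active = corrected activity change at or below -50% at 5 µM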
# The depositor's hits bear a star; · = not tested or not shown.
SMILES,TRAIL sens C8,NR2E3 ag-1,CF NFkB block,TRPM1 prom inh,Peg3 promoter,HIF-2a block,LMP1 NFkB inh,NR2E3 ag-2,Shn3 inh set2,iPSC survival up,KKLEB cytotox
NC(=O)N/N=C1\CCS(=O)(=O)c2ccc(F)cc21,-6.2,3.5,6.9,0.4,20.3,17.8,-0.4,-15.9,7.0,-0.1,-2.8
CCOc1ccc(C(C)NC(=S)NC2CCCCC2)cc1 (configuration not stated),-7.7,-5.5,18.0,-4.6,18.5,2.5,2.0,37.3,13.4,-2.5,11.5
COc1ccc(OC(C)C(=O)N(C)Cc2nc(-c3ccc(C)cc3)no2)cc1 (configuration not stated),18.6,4.4,-23.4,·,13.9,2.1,-0.4,11.7,3.4,-0.6,3.1
Cc1ccc(C)n1-c1sc2c(c1C(=O)O)CCCC2,-2.8,2.4,-8.3,16.6,0.2,25.5,-2.8,-18.1,-6.5,1.5,18.8
Cc1ccc(S(=O)(=O)N2[C@@H](c3cccc(Cl)c3)C(C(=O)O)=CC[C@H]2c2cccc(Cl)c2)cc1,0.7,-1.7,11.2,·,11.3,24.4,5.9,3.7,3.3,2.1,6.6
Cc1ccc(/C=C/C(=O)NCCCN2CCN(CCCNC(=O)/C=C/c3ccc(C)cc3)CC2)cc1,-11.4,2.1,-0.7,9.6,-11.3,-9.3,3.4,-26.1,0.2,1.3,1.6
COc1ccc(Nc2nc(N)nc(COc3ccc(OC)cc3)n2)cc1,3.6,1.2,-1.2,-27.4,-38.3,-25.0,-8.1,-14.3,-12.2,-0.1,-9.3
C[n+]1cccc(CNC(=O)/C=N/O)c1,0.1,5.2,2.9,-8.2,8.8,5.3,4.3,-15.6,6.7,1.7,12.5
CCn1cc(C(=O)N2CCN(c3ccccc3OC)CC2)c2cc(OC)c(OC)cc2c1=O,14.8,1.8,-5.8,2.2,4.4,6.3,6.7,-23.5,-7.5,0.4,-6.2
COc1ccc(CN(C)C(=O)C23CC4CC(CC(C4)C2)C3)c(OC)c1,17.6,6.2,32.1,11.7,11.2,14.1,-5.9,16.8,11.1,0.3,-12.4
CN(C)c1cc(C(F)(F)F)nc(-c2ccccn2)n1,0.8,-1.6,2.7,6.9,-64.8,12.3,-2.3,-14.7,-9.6,-3.2,-4.1
CNS(=O)(=O)c1ccc2nc(NC(=O)c3ccc(N4C(=O)CCC4=O)cc3)sc2c1,3.6,2.1,3.7,0.6,-1.7,2.8,-2.5,-17.8,-16.4,-1.1,-1.7
Cc1ccc(S(=O)(=O)N(C)C[C@@H]2OCCCC[C@@H](C)Oc3ccc(NS(=O)(=O)c4c(C)noc4C)cc3C(=O)N([C@H](C)CO)C[C@@H]2C)cc1,0.9,·,19.5,·,14.5,-20.6,-4.0,-1.0,-9.5,1.8,-11.0
COc1ccc(CCn2nnnc2C(c2ccccc2)N2CCN(C)CC2)cc1OC (configuration not stated),2.2,2.5,-4.4,5.3,6.0,1.6,-13.5,0.0,11.2,2.3,11.7
Cc1cccc(C)c1NC(=O)CN(C)C(=O)CSC(=S)N1CCCC1,7.7,1.0,8.5,1.8,4.6,13.7,-5.9,4.8,-7.2,-0.3,7.2
O=C(c1ccc(F)cc1F)C1CCN(c2ccc([N+](=O)[O-])cn2)CC1,14.6,1.1,16.0,14.9,2.0,9.6,-5.4,-29.6,19.6,1.2,-7.6
CCCCOc1ccc(C2(C(=O)O)CCCC2)cc1,-2.0,-1.8,-11.7,4.2,2.1,-8.8,-6.8,-54.2,-3.5,-2.7,9.5
c1ccc(SCc2nc(-c3ccncc3)no2)cc1,-3.2,1.1,-4.7,-94.8,-233.4,-200.3,-23.2,-92.7,-63.2,1.8,7.3
C/C(=N\O)C(C)(C)Nc1ccccc1F,-6.3,1.3,3.4,6.2,5.8,11.7,-5.5,-22.9,-4.4,4.2,0.7
CCc1nc(N2CCCCC2)c2oc3ccccc3c2n1,10.8,2.1,0.0,-3.5,17.4,-14.0,7.2,-5.6,10.3,3.9,-1.6
COCCOC(=O)c1[nH]c2c(c1C)C(=O)C(C(=O)OC)C(C)C2 (configuration not stated),29.0,2.4,-4.8,-71.8,-182.5,-188.4,-22.3,-98.5,-30.3,-4.5,-12.2
Clc1ccc(OCc2nc(-c3ccccn3)n[nH]2)cc1,12.2,1.2,-10.5,-15.1,-71.8,-68.2,14.4,24.8,4.5,1.7,-14.3
COc1ccc(CCNC(=O)Cc2ccccc2)cc1OC,6.8,0.9,-5.9,-7.5,5.0,9.5,2.9,-25.8,0.4,0.3,1.8
O=C(O)CCC(=O)N1CCc2cc(S(=O)(=O)N(CCc3ccccc3)Cc3ccccc3)ccc21,-10.7,1.5,5.1,-3.8,15.6,18.4,-3.1,25.2,-22.0,5.0,-0.9
S=C(Nc1ccc2nc(-c3ccccn3)c(-c3ccccn3)nc2c1)N1CCOCC1,2.5,0.3,-5.7,-5.6,-4.2,16.0,7.9,-23.7,2.9,-0.1,4.4

# Remaining list, next part:
SMILES,TRAIL sens C8,NR2E3 ag-1,CF NFkB block,TRPM1 prom inh,Peg3 promoter,HIF-2a block,LMP1 NFkB inh,NR2E3 ag-2,Shn3 inh set2,iPSC survival up,KKLEB cytotox
O=C1CN(C(=O)c2cc([N+](=O)[O-])ccc2Cl)C(c2ccc(F)cc2)c2cc(F)ccc2N1 (configuration not stated),-5.9,7.7,25.1,2.1,10.4,18.8,0.1,4.2,-8.3,4.0,-13.8
CCO[C@H]1OC(C(=O)NCc2ccccc2)=C[C@@H](c2cn(C(C)=O)c3ccccc23)[C@@H]1CCCO,-2.5,4.2,-14.2,5.1,1.3,21.0,-5.5,-12.4,2.0,-1.7,9.5
CC(C)CCNC(=O)C1CCCN(S(=O)(=O)c2ccc(-n3cnnn3)cc2)C1 (configuration not stated),-0.6,-3.2,1.5,12.4,17.2,0.9,-2.4,-4.3,0.5,0.2,6.9
O=C1CC(NS(=O)(=O)c2cccs2)CN1c1ccc(Cl)cc1 (configuration not stated),6.9,-1.6,-17.5,2.6,-18.5,-8.5,-6.9,0.4,-28.5,0.9,10.9
O=C(Nc1nnc(SCC(=O)N2CCCCC2)s1)c1c(F)cccc1F,2.7,-0.4,-2.1,-4.6,3.7,11.2,0.8,-7.4,-8.9,-0.6,6.0
Cc1cc(C)c2c(n1)sc1c(N3CCN(CCO)CC3)ncnc12,-6.9,-0.9,0.7,-17.0,2.6,-14.4,8.3,-13.2,10.4,0.2,-17.9
O=C1CCc2cc(S(=O)(=O)N3CCN(C(=O)c4ccco4)CC3)ccc2N1,0.1,1.0,10.8,-14.0,16.1,9.0,3.9,18.1,-39.2,2.8,2.6
Cc1cc([N+](=O)[O-])cnc1N1CCOCC1,-5.6,2.9,-18.7,2.2,15.5,13.4,4.6,0.9,1.1,0.0,12.4
C[C@H](CO)N1C[C@H](C)[C@@H](CN(C)S(=O)(=O)c2ccc(F)cc2)Oc2ccc(NS(=O)(=O)c3ccccc3)cc2C1=O,-1.0,·,-11.1,-10.9,-41.5,8.2,-15.6,-8.4,-19.8,1.5,-8.4
CC(OC(=O)c1ccc2c(=O)n3c(nc2c1)CCCCC3)C(=O)Nc1ncc(Cl)cc1Cl (configuration not stated),6.7,-2.4,-21.4,10.0,11.2,14.7,-3.7,3.6,10.8,2.7,-3.9
Cc1n[nH]c(C)c1C(=O)CC1(O)C(=O)N(CCc2ccccc2)c2ccc(Cl)cc21 (configuration not stated),-7.3,0.2,3.8,5.8,8.3,15.3,4.1,-1.2,-2.6,1.4,2.8
COc1ccc(NC(=O)C(=O)Nc2cccc3cccnc23)c(OC)c1,-13.5,-1.7,25.6,-25.2,-4.4,1.3,-14.7,7.5,10.8,-0.1,-2.7
O=C(O)/C=C/c1ccc(OCCCF)cc1,-2.0,2.7,6.0,-12.8,12.7,5.3,-9.7,6.7,1.9,0.7,13.0
CC(NC(=O)COc1ccc(Oc2ccccc2)cc1)C(=O)O (configuration not stated),-4.2,2.2,19.7,16.2,2.9,1.4,4.8,0.7,10.8,0.0,-1.2
CC1(c2ccccc2)NC(=O)N(NC(=O)CSc2n[nH]c(N)n2)C1=O (configuration not stated),-0.1,3.3,-4.6,3.0,11.3,15.5,-0.6,-17.2,-2.6,-0.1,8.2
COc1cc2c(cc1OC)C(C(=O)Nc1ccccc1N1CCN(C)CC1)C1c3ccccc3CCN1C2=O (configuration not stated),5.1,1.6,5.2,3.4,-5.5,14.2,10.8,-13.1,-3.9,1.1,11.5
Cc1ccc(/C=N/NC(=O)c2cccc3ccccc23)o1,-3.1,-0.9,3.1,-11.7,10.2,-9.6,-4.7,-31.6,12.3,-0.1,-5.2
Cc1cc(Br)ccc1SCC(=O)OCC(=O)c1c(N)n(C)c(=O)n(C)c1=O,-7.9,1.9,8.7,-0.8,-3.6,13.9,-9.1,13.7,3.5,-0.5,0.5
Cc1cc(C(=O)N2CCN(Cc3ccc4c(c3)OCO4)CC2)cs1,-5.8,1.7,17.4,-7.9,9.8,5.8,5.2,5.5,7.0,-1.0,-7.5
CC(=O)Nc1ccc2nc(NC(=O)COc3cccc(C)c3)sc2c1,0.1,-0.1,-11.4,-0.1,-22.9,-24.2,-2.7,1.9,-15.5,-0.4,2.6
COc1cc2c(cc1OC)C1=NC(=O)CN1C(SCc1ccccc1)=N2,-4.4,2.2,1.8,7.3,-1.3,-0.3,4.2,12.6,15.9,-1.1,1.0
O=S(=O)(c1ccc2c(c1)CCN2)N1CCOCC1,6.3,4.0,-16.8,6.8,9.8,2.9,4.7,-5.5,12.0,-1.4,-4.4

# Among those listed so far, 4 contain an aryl thioether with sulfur outside any ring:
SMILES,TRAIL sens C8,NR2E3 ag-1,CF NFkB block,TRPM1 prom inh,Peg3 promoter,HIF-2a block,LMP1 NFkB inh,NR2E3 ag-2,Shn3 inh set2,iPSC survival up,KKLEB cytotox
c1ccc(SCc2nc(-c3ccncc3)no2)cc1,-3.2,1.1,-4.7,-94.8,-233.4,-200.3,-23.2,-92.7,-63.2,1.8,7.3
O=C(Nc1nnc(SCC(=O)N2CCCCC2)s1)c1c(F)cccc1F,2.7,-0.4,-2.1,-4.6,3.7,11.2,0.8,-7.4,-8.9,-0.6,6.0
CC1(c2ccccc2)NC(=O)N(NC(=O)CSc2n[nH]c(N)n2)C1=O (configuration not stated),-0.1,3.3,-4.6,3.0,11.3,15.5,-0.6,-17.2,-2.6,-0.1,8.2
Cc1cc(Br)ccc1SCC(=O)OCC(=O)c1c(N)n(C)c(=O)n(C)c1=O,-7.9,1.9,8.7,-0.8,-3.6,13.9,-9.1,13.7,3.5,-0.5,0.5

# Not all compounds are listed; the hit share may differ from the screen's.
